NOD1 NF-kB reporter: inhibition of NOD1-driven NF-kB reporter – cell-based, luminescence, uHTS, primary screen (AID 1578); NOD1-driven NF-kB luciferase reporter cells, luminescence; higher % means a stronger effect; one-dose inhibition, % at 4 µM; EC50 in µM for titrated hits; 1% of 290,000 active; in the data active = inhibition mostly above about 36%, no sharp cut-off; inactive = mostly below about 34%;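 also: HEK-293T reporter cells stimulated with the NOD1 agonist gamma-tri-DAP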
GPR55 beta-arrestin: selective activators of receptor GPR55 – imaging, U2OS cells, beta-arrestin-GFP redistribution, primary screen (AID 1961); U2OS GPR55 beta-arrestin-GFP redistribution imaging; higher % means a stronger effect; activation, % at 10 µM; hits with a dose series show EC50 in µM; 0.048% of 290,000 active;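 active = activation above 40% with more than 50 cells counted in the well; inconclusive = wells holding fewer than 50 cells, flagged as toxic or sparse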;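 also: U2OS osteosarcoma cells stably expressing GPR55 and beta-arrestin-GFP; plate controls were DMSO negative control for no effect and LPI positive control for full effect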
MgcRacGAP inhibition: MgcRacGAP GTPase-activating activity inhibitors, confirmation, biochemical, ADP Hunter fluorescence; 0.6% of 340,000 active; MgcRacGAP-stimulated Rac1 GTP hydrolysis, ADP Hunter fluorescence; higher % means a stronger effect; GST-tagged Rac1 F28L mutant substrate; inhibition, % at 30 µM; hits with a dose series show IC50 in µM;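 active = first-screen hits whose inhibition reached a set limit at any dose in the follow-up dose series; inconclusive = inhibition above the set first-screen limit but never retested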;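 also: fluorescence reports GDP produced by GAP-driven GTP hydrolysis; strong numbers were not always called active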
KOR beta-arrestin-1: kappa opioid receptor activators – cell-based, luminescence, uHTS, primary screen (AID 1777). one-dose activation, % at 10 µM; EC50 in µM for titrated hits. KOR beta-arrestin recruitment, luminescence; higher % means a stronger effect. 0.02% of 280,000 active; in the data active = activation above about 50%, passing the limit was not always enough; also: a part of the inactive calls stands beside numbers as strong as those of hits
GPR35 arrestin U2OS: GPR35 antagonists blocking zaprinast-driven arrestin recruitment, primary screen, imaging, U2OS, beta-arrestin-GFP, zaprinast agonist (AID 2058); 0.052% of 290,000 active; inhibition, % at 10 µM, or IC50 in µM where a hit was titrated; U2OS GPR35 beta-arrestin-GFP translocation imaging, zaprinast antagonism; higher % means a stronger effect;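 active = inhibition of at least 50% with at least 30 cells and total cytoplasm GFP at most 10,000,000; inconclusive = under 30 cells or total GFP of 10,000,000 plus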
NTR1 agonist: agonists of NTR1, primary screen, imaging, U2OS cells, beta-arrestin-GFP, high content (AID 493036); activation, % at 20 µM; 0.17% of 330,000 active; P30989; NTR1-U2OS beta-arrestin-GFP spot imaging, agonist mode;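 active = activation at or above 40% of the spot to cytoplasm intensity ratio, with at least 20 cells analyzed; inconclusive = wells under 20 cells, flagged as cytotoxic or low count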;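 also: 0% = DMSO without peptide and 100% = 100 nM NTR1 peptide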
Target sequence (P30989 whole entry, looked up): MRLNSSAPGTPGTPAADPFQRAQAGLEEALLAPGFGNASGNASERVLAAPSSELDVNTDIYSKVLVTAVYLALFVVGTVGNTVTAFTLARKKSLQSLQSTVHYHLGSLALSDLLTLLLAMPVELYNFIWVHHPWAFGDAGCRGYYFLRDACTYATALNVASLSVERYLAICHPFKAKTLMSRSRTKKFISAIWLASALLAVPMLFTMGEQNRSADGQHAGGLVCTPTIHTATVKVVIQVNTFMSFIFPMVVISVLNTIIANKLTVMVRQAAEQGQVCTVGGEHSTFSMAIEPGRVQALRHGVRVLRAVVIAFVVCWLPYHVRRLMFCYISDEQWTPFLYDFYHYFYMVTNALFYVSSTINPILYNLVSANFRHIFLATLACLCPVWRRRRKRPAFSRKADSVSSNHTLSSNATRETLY
KOR beta-arrestin-2: KOR antagonists, beta-arrestin recruitment, cell-based, luminescence, uHTS (AID 1778); KOR beta-arrestin recruitment, luminescence, antagonist mode; higher % means a stronger effect; inhibition, % at 10 µM; hits with a dose series show IC50 in µM; 0.091% of 290,000 active; in the data active = inhibition above about 50%; also: strong numbers were not always called active
GPR55 antagonists: inhibition of LPI-stimulated GPR55 beta-arrestin translocation – imaging, U2OS, beta-arrestin-GFP, LPI agonist, primary screen (AID 2013). U2OS GPR55 beta-arrestin-GFP translocation imaging, LPI antagonism; higher % means a stronger effect. one-dose inhibition, % at 10 µM; IC50 in µM for titrated hits. 0.13% of 290,000 active;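 active = spots per cell inhibited over 60%, with over 100 cells counted and total cytoplasm intensity under 500,000; inconclusive = wells with under 100 cells, flagged as likely toxic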;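 also: U2OS cells stably carrying GPR55 and arrestin-GFP stimulated by 5 µM LPI near EC80; imaged beta-arrestin-GFP aggregate spots per cell after agonist stimulation; plate controls were LPI-stimulated DMSO wells for no effect and DMSO wells without LPI for full effect; some results filed as inactive read as strong as hits; confirmed hits need IC50 under 10 µM and bright autofluorescent wells are also inconclusive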
UTI89 phage lysis: inhibition of K1F phage lysis, E. coli UTI89, bacterial capsule biogenesis inhibitors, alamar blue (AID 488966). E. coli UTI89 K1F phage lysis, alamar blue, 2 h; higher % means a stronger effect. 0.02% of 340,000 active. inhibition, % at 100 µM, or IC50 in µM where a hit was titrated;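 active = phage lysis inhibition, versus mean bacterial control, above a set limit; inconclusive = no clear call, values can overlap the other calls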;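 also: capsule biogenesis inhibitors block K1F phage lysis so surviving cells raise fluorescence; higher fluorescence means more inhibition of phage lysis; actives were called in the ten point dose series up to 300 µM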
NTR1 agonist cell count 20 µM: also measured in NTR1 agonist; calls as there; cell count; measured here: cell count, cytotoxicity flag
Active calls of the source: *; i = inactive; ? = inconclusive; nt = no result given; & = joins results of further samples; [ ] = dose if it differs, or a comment. Some of the compounds tested. The share of hits here may be higher or lower than overall.

SMILES | NOD1 NF-kB reporter | GPR55 beta-arrestin | MgcRacGAP inhibition | KOR beta-arrestin-1 | GPR35 arrestin U2OS | NTR1 agonist | NTR1 agonist cell count 20 µM | KOR beta-arrestin-2 | GPR55 antagonists | UTI89 phage lysis
CCN1CCN(C(=O)c2cc(S(=O)(=O)N3CCCCC3)ccc2Cl)CC1 | -30% | 0.3% | 4% | -4.5% | -10% | -0.3 | 37 | 8% | 18% | 0.1%[50 µM]
Oc1c(Br)cc(Br)cc1/C=N/Nc1ccc(Cl)nn1 | nt | -0.1% | 2% | -4.0% | -7% | nt | nt | -14% | -1% | 0.3%
O=C1CC(c2ccc3c(c2)OCCO3)Oc2ccccc21 (stereo not given) | -9% | 0.4% | 8% | -0.4% | -13% | -0.9 | 37 | -40% | -4% | 0.0%
CCOc1ccc(C2C(C#N)=C(N)SC(N)=C2C#N)cc1OCC | -29% | 0.1% | 6% | 2.5% | -15% | -1.2 | 93 | 16% | -14% | 1.4%
COc1cc(OC)c(OC)cc1CNCc1ccc2c(c1)OCO2 | -3% | -0.2% | 18% | 1.1% | 6% | -0.4 | 68 | 2% | 10% | -0.7%
CS(=O)(=O)Oc1ccc(Br)c2cccnc12 | -11% | -0.1% | 9% | 7.6% | 7% | -1.2 | 43 | -4% | 13% | 0.0%
COc1cc(CNCCO)cc(Cl)c1OCc1ccc(Cl)cc1Cl | 8% | -0.1% | 1% | 5.8% | 10% | -1.0 | 26 | -94%[20 µM] | 83%* | -7.8%
CCOc1ccc(Nc2cc(Nc3ccccc3OCC)nc(C=C(C#N)C#N)n2)cc1 | -4% | -0.1% | 3% | 1.2% | 5% | 5.3 | 49 | 8% | 2% | 0.4%
CCOC(=O)C(CC)Sc1nnc2c3cc(C)ccc3n(C)c2n1 (stereo not given) | -15% | -0.1% | 5% | -1.7% | 4% | 5.8 | 74 | 1% | 4% | 2.2%
CCOC(=O)c1cnc(Nc2nc3ccccc3o2)nc1CSC(=S)N(CC)CC | -23% | 0.3% | 6% | -6.3% | -4% | 12 | 63 | 49% | -4% | 4.3%
O=C(CCCc1nc2ccccc2s1)NCc1ccccc1F | -27% | -0.2% | -15% | -0.1% | 13% | -0.5 | 75 | -7% | 5% | 0.1%
c1ccc(Nc2nc(-c3ccncc3)nc3ccccc23)cc1 | -7% | -0.1% | 8% | 17% | 0% | 12 | 49 | 28% | 2% | 0.1%
COc1cc(CNc2ccc3c(c2)OCCO3)ccc1OCC(N)=O | -8% | -0.1% | ? | nt | 10% | 4.0 | 49 | -3%[20 µM] | 9% | -0.5%
COc1ccccc1NC(=O)CSc1c2c(nc3ccccc13)CCC2 | 23% | 0.5% | 15% | 5.4% | -15% | 2.4 | 35 | 16% | 10% | 1.1%[50 µM]
COCCCN1CC(=O)N2C(c3cccc(C)c3)c3[nH]c4ccccc4c3C[C@H]2C1=O (stereo not given in full) | -11% | 0.0% | 8% | -3.1% | -2% | -1.0 | 42 | -16% | 2% | 0.0%
CCOC(=O)c1cccc(NC(=O)CN2CCN(c3ccc(OC)cc3)CC2)c1 | -17% | -1.0% | 12% | nt | -8% | -0.9 | 64 | -1% | -4% | -0.4%
CCn1c(Cn2nnc(-c3ccccc3)n2)nnc1SCC(=O)Nc1ccccc1 | -2% | -0.1% | 0% | 12% | 22% | 0.4 | 44 | -12% | -10% | 3.1%
CCC(C)Nc1nc(-c2cccc(OC)c2O)nc2ccccc12 (stereo not given) | 32% | 0.0% | 3% | 66% | 19% | 19 | 70 | -78% | 10% | 0.7%
O=C(O)CCCCCN1C(=O)C(O)=C(C(=O)/C=C/c2ccccc2)C1c1ccc2c(c1)OCO2 (stereo not given) | -33% | -0.1% | nt | -0.1% | -1% | 0.8 | 43 | 3%[20 µM] | -8% | nt
CN(C)S(=O)(=O)N1CCN(Cc2ccccc2)CC1 | -12% | -0.2% | -9% | -1.5% | 0% | -1.5 | 70 | -13% | 2% | -1.2%
CC(C)N(C(=O)Cn1cnc2c(cnn2-c2ccccc2Cl)c1=O)C(C)C | -10% | -0.1% | 3% | 8.9% | 2% | -1.2 | 64 | 3% | 2% | -2.4%
Cc1cc(C)c(/C=N/NC(N)=O)c(C)c1/C=N/NC(N)=O | -20% | 0.5% | 8% | -0.2% | 1% | 0.7 | 57 | -34% | 2% | 1.3%
N#CC1=C(SCc2ccccc2)NC(=O)CC1c1cccc(O)c1 (stereo not given) | -19% | -0.3% | 13% | -0.2% | 10% | -0.9 | 56 | 5% | 1% | -0.3%[50 µM]
Cc1c(Cl)cccc1NC(=O)NCCCN1CCCC1=O | -40% | 0.7% | 3% | 0.0% | 3% | -0.6 | 60 | -34% | 10% | 0.2%
CCc1nccn1S(=O)(=O)c1cc(C)c(OC)cc1C | -1% | 0.0% | 5% | 2.8% | -1% | 0.3 | 74 | 13% | 6% | 7.3%
(further entries)
SMILES | NOD1 NF-kB reporter | GPR55 beta-arrestin | MgcRacGAP inhibition | KOR beta-arrestin-1 | GPR35 arrestin U2OS | NTR1 agonist | NTR1 agonist cell count 20 µM | KOR beta-arrestin-2 | GPR55 antagonists | UTI89 phage lysis
O=C(CN1CCSCC1)c1c[nH]c2ccccc12 | 1% | 0.3% | -2% | -5.0% | 7% | -1.0 | 54 | -5% | -11% | 1.4%
Cc1ccc(Cn2cccc(NC(=O)NCc3ccccc3)c2=O)cc1 | 3% | -0.1% | 3% | -4.0% | -5% | 0.8 | 53 | -5% | 5% | 3.3%
CC(C)(C)c1ccc(OCC(=O)NCCN2CCCC2)cc1 | -1% | -0.1% | 4% | 6.1% | 8% | -3.6 | 53 | 20% | -10% | 6.9%
CC(C)OC(=O)CN1CCN(C2c3ccccc3-c3ccccc32)CC1 | 36% | -0.1% | 6% | 21% | 23% | 2.1 | 66 | -27% | 4% | 4.8%[50 µM]
COC(=O)c1cc(S(=O)(=O)n2nc(C)cc2C)c(Cl)cc1Cl | -7% | 0.0% | nt | -2.6% | 1% | 10 | 45 | -28% | -16% | nt
CC1(C)CC(=O)C(=Cc2cn(CCC#N)nc2-c2ccc(Cl)cc2)C(=O)C1 | 6% | 0.6% | 18% | -1.1% | -3% | 8.1 | 74 | 2% | 13% | 0.1%
COc1ccc(-c2nnn(CC(=O)N(CC(=O)NC3CCCC3)c3ccccc3F)n2)cc1OC | 1% | -0.1% | 4% | 4.1% | -14% | 3.0 | 55 | 24% | -2% | 0.3%
COc1ccccc1OCC(=O)NCc1ccco1 | 21% | -0.2% | -1% | -1.6% | 3% | -3.2 | 84 | 5% | 6% | -0.1%
Cc1cccc(-c2csc(NC(=O)c3cnccn3)c2C(=O)OC(C)C)c1 | 13% | -0.2% | 8% | -3.8% | 3% | 2.0 | 55 | 28% | 2% | i
COc1cccc(-c2nnc(SCC(=O)Nc3cc(C)ccc3OC)n2N)c1 | 29% | 0.2% | 3% | -4.8% | 0% | -0.4 | 87 | 4% | 1% | 0.2%
CSc1nc2sc3c(c2c2nncn12)CCC3 | -23% | -0.3% | 9% | -1.4% | -16% | 1.6 | 53 | 24% | -5% | 4.6%
Nc1nc(SCC(=O)NCCC(c2ccccc2)c2ccccc2)n[nH]1 | -2% | -0.1% | 15% | 1.7% | 6% | -0.5 | 48 | -9% | 11% | 0.2%
Cc1nc2ccccc2n1/C(=N/S(=O)(=O)c1ccc(Br)cc1)c1ccccc1 | -24% | 0.6% | nt | -5.4% | 5% | -0.2 | 40 | 24% | -3% | nt
O=c1n(S(=O)(=O)c2cccc3cccnc23)c2ccccc2n1S(=O)(=O)c1cccc2cccnc12 | 0% | -0.1% | -9% | -1.8% | 1% | 0.5 | 56 | 35% | 11% | 3.8%
CCCCNC(=O)CCNS(=O)(=O)c1ccc(Br)cc1 | -18% | -0.2% | 0% | -3.5% | 8% | 0.1 | 52 | -8% | 2% | 0.6%
Cc1onc(C(=O)NC(C)c2ccccc2)c1[N+](=O)[O-] (stereo not given) | 8% | 0.1% | 10% | 11% | -10% | -1.0 | 76 | -2% | -20% | 0.1%
CNC(=O)COC(=O)/C=C/c1ccc(F)cc1 | -7% | -0.7% | 1% | 4.1% | 5% | 0.7 | 66 | -12% | 2% | 0.2%
CC(C)=CCC(C)(C)C1OCCN1C(=O)c1ccccc1 (stereo not given) | -22% | 0.2% | 15% | -3.0% | 12% | 0.7 | 75 | 3% | 6% | 0.2%
OCCCc1cn(Cc2ccccc2)c2ccccc12 | -17% | 0.2% | 7% | -3.8% | 1% | 1.7 | 44 | -14%[20 µM] | 2% | 0.2%
CC1CCCN(C(=O)COC(=O)Cc2ccc(Cl)cc2)C1 (stereo not given) | 12% | 0.7% | -1% | -0.8% | -2% | -0.2 | 65 | 7% | 6% | -0.1%
Cc1ccc(SCC(=O)Nc2ccc(N3CCOCC3)cc2)cc1 | -28% | -0.1% | 9% | -6.6% | -9% | -0.9 | 93 | -39%[20 µM] | -3% | -0.1%
CCCS(=O)(=O)N1CCC(C(=O)NCCc2ccc(OC)c(OC)c2)CC1 | -15% | 0.3% | 11% | -0.2% | 4% | -0.4 | 46 | -55% | -14% | 1.4%
COc1ccc(CC(=O)N(Cc2ccccc2)c2ccc(C)cc2)cc1OC | -4% | 0.0% | 9% | 2.0% | 3% | 3.1 | 49 | 2% | 4% | -0.7%
N=c1ccn(Cc2ccc(Cl)cc2)cc1 | 30% | -0.3% | -5% | 27% | -10% | 2.5 | 45 | -51% | -12% | 0.7%
CCn1c(C)c(CCC(=O)O)c(=O)n2nc(-c3ccccc3OC)cc12 | -9% | 0.2% | -12% | -1.5% | 5% | -0.1 | 54 | 34% | -4% | -1.6%
COc1ccc2cc(/C=C/C(=O)N3CCN(CC(=O)N4CCCCCC4)CC3)ccc2c1 | 38% | -0.2% | 14% | 5.9% | -9% | 1.2 | 45 | -51% | -1% | 0.2%
CC(=O)c1ccc(NC(=S)Nc2cccc(Cl)c2C)cc1 | -19% | -0.9% | 3% | 0.4% | 5% | -0.3 | 31 | 2% | 10% | -0.1%
O=C(N=c1nc2ccccn2s1)c1ccccc1 | -59% | -0.2% | 2% | -6.8% | -3% | -1.1 | 70 | -53% | -7% | -0.7%
COc1ccc(S(=O)(=O)N2CCN(C3CCCCCCC3)CC2)cc1 | -9%&-30% | -0.2%&-0.2% | 30% | -1.6%&-2.3% | 10%&1% | 0.1 | 40 | 16%&20% | -2%&9% | -0.2%
